Anesthetic bind – qHTS Assay for Identification of Novel General Anesthetics; AID 485281, 2010; Potency, µM (highest dose often 77.5 µM), for the others: at the highest dose activity change, negative = displacement, most hits filed as inhibitors; 0.074% of 350,000 active; apoferritin/1-aminoanthracene competitive binding, fluorescence; note: potency is the fitted concentration of half-maximal effect; % is set by controls: 0 for no effect and ±100 for the full control effect; nearly all actives have a fitted effect of over 20% in size
Target sequence (P02791 2-175 limits assumed): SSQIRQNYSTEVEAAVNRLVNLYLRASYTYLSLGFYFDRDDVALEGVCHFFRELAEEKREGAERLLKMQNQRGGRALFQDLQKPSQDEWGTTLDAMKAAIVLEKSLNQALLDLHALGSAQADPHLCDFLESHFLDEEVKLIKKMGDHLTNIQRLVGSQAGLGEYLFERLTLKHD
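Probe: 1-aminoanthracene (50% saturated, PBS). Protein: horse-spleen apoferritin, 10 uM. Incubation: 10 min, room temperature. Detection: 380 nm excitation, 535 nm emission. Analysis: normalized response, four-parameter Hill.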
POLK inh – qHTS for Inhibitors of Polymerase Kappa; DNA polymerase kappa (Homo sapiens), Q9UBT6; purified Pol kappa, fluorescent DNA synthesis assay, 10 min; Potency, µM (series often up to 107 µM), without a hit: top-dose activity, negative = inhibition, hits mostly inhibitors; 0.53% of 400,000 active; AID 588579, 2011; note: potency is the fitted concentration of half-maximal effect; % is set by controls: 0 for no effect and ±100 for the full control effect
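Inhibition of 10 nM Pol kappa is measured by a fluorescent read-out at 0 and 10 min following addition of 50 nM substrate (final), with a 15-min room-temperature compound preincubation.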
ERG Ets-DNA blk – qHTS for Small Molecule Inhibitors of the ERG Ets/DNA interaction; Transcriptional regulator ERG (Homo sapiens), P11308; fluorescence polarization, His-ERG Ets domain / labelled DNA; Potency, µM (doses to about 76.9 µM), inactives show at the top dose FP activity, negative = inhibition, usual class: inhibitors; 0.028% of 370,000 active; active = well fitted inhibition curve with a large enough effect in the polarisation, with a control signal flat; inconclusive = small, poorly fitted or top-dose-only effect, or effect the other way, or a change in a side signal; inactive = no such curve, though single readings can be large or run the other way; the % refers to the polarisation;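 note: polarization taken with two DNA probes labelled with fluorescein and Texas red; potency is the fitted concentration of half-maximal effect; % of control where 0% means no effect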
Target sequence (P11308 whole entry, looked up, the tested form may be a part): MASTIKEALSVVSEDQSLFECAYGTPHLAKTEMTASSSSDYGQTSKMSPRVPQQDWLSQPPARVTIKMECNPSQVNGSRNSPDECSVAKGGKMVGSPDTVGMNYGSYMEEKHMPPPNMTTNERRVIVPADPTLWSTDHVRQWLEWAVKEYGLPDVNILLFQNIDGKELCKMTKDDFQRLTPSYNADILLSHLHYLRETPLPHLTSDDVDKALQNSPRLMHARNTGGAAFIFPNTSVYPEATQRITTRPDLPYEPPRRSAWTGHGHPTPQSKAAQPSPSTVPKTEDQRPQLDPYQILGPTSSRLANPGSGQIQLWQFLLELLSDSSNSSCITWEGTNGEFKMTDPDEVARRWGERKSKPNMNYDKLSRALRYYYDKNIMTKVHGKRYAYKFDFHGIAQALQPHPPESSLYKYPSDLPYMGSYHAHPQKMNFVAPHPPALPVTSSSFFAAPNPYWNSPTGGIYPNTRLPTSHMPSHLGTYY
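His-tagged ERG Ets domain (1 uM in the protein solution; 300mM KCl, 50mM Tris-HCl, 1mM EDTA, 1mM DTT, pH 7.5) received compound, then a probe mix of 5 nM fluorescein-DNA and 100nM Texas-615-DNA. Fluorescence polarization was read for both dyes.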
RGS4 inh – Inhibitors of Regulator of G Protein Signaling (RGS) 4: qHTS. AID 504845, 2011. Transcreener GDP fluorescence polarization, RGS4-accelerated GTP hydrolysis. Regulator of G-protein signaling 4 (Homo sapiens), P49798. 0.039% of 390,000 active. Potency, µM (top dose mostly 114 µM), for the others: at the top dose activity change, negative = inhibition, hits mostly inhibitors; note: potency is the fitted concentration of half-maximal effect; % is set by controls: 0 for no effect and ±100 for the full control effect; nearly all actives have a fitted effect of over 75% in size; some results filed as inactive show a strong effect at the top dose
Target sequence (P49798 whole entry, looked up): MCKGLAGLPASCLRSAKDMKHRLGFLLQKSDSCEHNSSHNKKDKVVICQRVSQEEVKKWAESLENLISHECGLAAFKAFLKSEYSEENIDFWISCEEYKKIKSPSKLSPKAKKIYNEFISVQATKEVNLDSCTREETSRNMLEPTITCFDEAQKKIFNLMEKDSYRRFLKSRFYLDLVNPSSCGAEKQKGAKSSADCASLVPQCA
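MLSMR compounds (23 nl, pin-transferred) preincubated 10 min at room temperature with a 500nM (2x) first reagent, then RGS4 at 900nM (2x) plus Transcreener GDP mix added; fluorescence polarization (620/688 nm) read before and after 90 min at 30 °C.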
POLH inh – qHTS for Inhibitors of Polymerase Eta; DNA polymerase eta (Homo sapiens), Q9Y253; recombinant Pol eta, fluorescent DNA replication assay; Potency, µM (series often up to 114 µM), for the others: at the top dose activity change, negative = inhibition, actives largely listed as inhibitors; 1.2% of 390,000 active; note: potency is the fitted concentration of half-maximal effect; % is set by controls: 0 for no effect and ±100 for the full control effect
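Fluorescent replication assay: 50 nM final substrate added after a 15 min room-temperature compound preincubation with 10 nM enzyme. Signal taken at 0 min and again at 10 min.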
Pol beta inh – qHTS Assay for Inhibitors of DNA Polymerase Beta; P06746; Pol beta primer extension/strand displacement, fluorescence kinetic; Potency, µM (highest dose often 114 µM), for the others: at the highest dose activity change, negative = inhibition, most hits filed as inhibitors; 1.3% of 340,000 active; AID 485314, 2010; note: potency is the fitted concentration of half-maximal effect; % is set by controls: 0 for no effect and ±100 for the full control effect
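Pol beta (10 nM) was preincubated with compound for 15 min at room temperature. The reaction was then started with 50 nM substrate and read immediately and after a further 10 min at room temperature.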
12-LOX inh – Primary qHTS assay for inhibitors of human arachidonate 12S-lipoxygenase (ALOX12): Round 2; Potency, µM (top dose mostly 108 µM), for the others: at the highest dose activity change, negative = inhibition, actives largely listed as inhibitors; AID 1671190, 2021; purified 12hLO, xylenol orange hydroperoxide absorbance; Polyunsaturated fatty acid lipoxygenase ALOX12 (Homo sapiens), P18054; 1.1% of 580,000 active; note: potency is the fitted concentration of half-maximal effect; % is set by controls: 0 for no effect and ±100 for the full control effect
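Purified human 12hLO (150 nM final) in 25 mM Hepes, 0.01% Triton X-100, pH 7.0 was preincubated 15 min at room temperature with compound. Then 40 uM arachidonic acid was added, 30 min. Hydroperoxide was read by Fe-XO absorbance ratio 573/405 nm.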
LDHA inh – qHTS assay for inhibitors of human lactate dehydrogenase. 0.15% of 480,000 active. purified LDHA, NADH/diaphorase-resazurin fluorescence; stronger effect = lower value. activity change, % (values are at about 110 or 230 µM). L-lactate dehydrogenase A chain (Homo sapiens), P00338; in the data active = activity change below about -30%; inconclusive = mostly about -25% to -30%;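 note: plate controls were DMSO wells for no effect and wells without enzyme for full effect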
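Resorufin fluorescence (ex540/em590), read at 0 and 20 min after diaphorase/resazurin addition, reports the NADH left after a 5 min room-temperature reaction of 2 nM human LDH5 with 0.06 mM NADH and 0.2 mM pyruvate.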
APEX1 inh – qHTS Assay for Inhibitors of the Human Apurinic/apyrimidinic Endonuclease 1 (APE1) | recombinant APE1, TAMRA/BHQ-2 abasic DNA cleavage fluorescence | Potency, µM (series often up to 65.8 µM), inactives show at the top dose activity change, negative = inhibition, most hits filed as inhibitors | 0.35% of 350,000 active;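 note: potency is the fitted concentration of half-maximal effect; plate controls were vehicle for no effect and reference inhibitor for full effect; nearly all actives have a fitted effect of over 55% in size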
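Step 1: APE1 (0.75 nM) with compound, 15 min RT. Step 2: add 50 nM fluorophore/quencher THF duplex. Step 3: three fluorescence reads 60 s apart (525/598 nm); read 3 minus read 1 = reaction progress.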
* = called active by the depositor; ? = inconclusive; / = not tested or not shown; & = joins results of further samples; [ ] = dose if it differs, or a comment. Unless noted, calls come from the whole dose curve; as a rule, active = well fitted curve in the direction sought with a large enough effect; inconclusive = small, poorly fitted or top-dose-only effect, or another doubt; inactive = no such curve, though single readings can be large; an effect the other way counts as inactive or inconclusive. Some of the compounds tested; rates above refer to the full screens.

SMILES | Anesthetic bind | POLK inh | ERG Ets-DNA blk | RGS4 inh | POLH inh | Pol beta inh | 12-LOX inh | LDHA inh | APEX1 inh
CCc1cccc(NC(=O)CN(C)C2=NS(=O)(=O)c3ccccc32)c1 | / | 4% | 3% | 7% | -8% | / | -18%&14% | ? | 1%
CCOc1ccc(C(=O)Nc2ccc(NC(=O)c3ccccc3)c(C)c2)cc1[N+](=O)[O-] | -5% | -2% | -7% | -25% | -23% | 20µM* | ? | -10 | -19%
COc1ccc2nc(N(Cc3cccnc3)C(=O)c3ccco3)sc2c1 | -2% | -18%[60.1 µM] | 0% | -40% | -10% | 4% | 1% | -2 | /
COc1cc(O)c(C(CC(=O)N2CCCC(C)C2)c2cc(OC)c(OC)c(OC)c2)c(OC)c1 (centres undefined) | -3%&-11% | 1%&-13% | 2% | 20%&-19% | -8% | 1% | -50% | 7 | 6%&-13%
COc1ccc(N2CCN(C(=O)c3cn(CC(C)C)c(=O)c4c3c3ccccc3n4C)CC2)cc1 | 106%[activator] | -13% | -7% | -11% | -17% | 4% | -12% | 5 | /
Cc1ccc(CN2CC(=O)N3[C@H]4c5cc(Cl)ccc5OC[C@@H]4[C@H](c4ccccc4)[C@]3(C)C2=O)cc1 | / | -3% | 3% | 1% | -14% | / | 1% | -3 | -21%
COc1ccc(NS(=O)(=O)c2cc(NC(=O)C3=NN(c4ccccc4)C(=O)CC3)ccc2OC)cc1 | / | -15% | -6% | -12% | -10% | / | -10% | -4 | -12%
CCCCOC(=O)c1ccc(NC(=S)NC(=O)c2c(Br)c(C)nn2C)cc1 | 30% | 8% | 14% | -5% | -7% | 7% | 2% | -3 | 5%
C=CCNC(=O)COc1ccc(S(=O)(=O)NC2CCCCC2)cc1 | 2% | -4% | / | 4% | -10% | 0% | -9% | 0 | 2%
Cn1c(CO)cnc1S(=O)(=O)Cc1ccc([N+](=O)[O-])cc1 | 2% | -1% | -2% | -20% | -3% | -25% | / | -2 | -3%
Cn1c(Cc2cccs2)nnc1SCC(=O)Nc1ccc(F)cc1F | / | 4% | -3% | 16% | -3% | / | -15% | -13 | -2%
Cc1ccc(C(=O)Cn2c(C)cc(C)c(C#N)c2=O)cc1 | ? | 4% | 4% | -14% | -4% | 17% | 0% | 3 | 3%
COc1ccc(OC)c(C(C(=O)NC2CCCCC2)N(C(=O)c2ccccn2)c2cccnc2)c1 (centres undefined) | 5% | -12% | 0% | -1% | -10% | 4% | 2% | -6 | 30%[12.4 µM]
CN(Cc1cnn(C)c1)C(=O)C1CCC(=O)N(Cc2ccc(Cl)cc2)C1 (centres undefined) | 0% | -19% | -2% | 4% | -8% | 2% | 93%[activator] | -2 | -5%
CN(C)c1ccc(/C=C(\NC(=O)c2ccccc2)C(=O)N/N=C/c2ccc(C(=O)O)cc2)cc1 | -17% | 1% | 14% | -1% | -21% | ? | 0% | -6 | 20%
O=C(Nc1ccc(N2CCCC2)cc1)C(Cl)c1ccccc1 (centres undefined) | -16% | -8% | 9% | ? | -14% | 17% | / | 26 | 1%
Cc1ccc[n+](CC(=O)Nc2nc3ccccc3s2)c1 | -8% | -9% | -5% | 13% | 1% | 0% | -14% | -6 | -6%
Cc1c(C(=O)OC2CCCC2)[nH]c2c1C(=O)CC(c1ccco1)C2 (centres undefined) | 1% | ? | 2% | -37% | ? | ? | 130%[activator] | -2 | ?
COc1cc(CC(=O)OCC(=O)Nc2cccc([N+](=O)[O-])c2)cc(OC)c1OC | 5% | -19% | -7% | 9% | -3% | 10% | -24% | -8 | 0%
Cc1ccc(C)n1CCN1CCN(C(=O)CC#N)CC1 | -12% | -1% | -10% | -9% | -8% | 6% | 19% | -3 | -5%

An excerpt from above, limited to RGS4 inh, APEX1 inh and POLH inh:
smiles | RGS4 inh | APEX1 inh | POLH inh
CCOc1ccc(C(=O)Nc2ccc(NC(=O)c3ccccc3)c(C)c2)cc1[N+](=O)[O-] | -25% | -19% | -23%
CN(Cc1cnn(C)c1)C(=O)C1CCC(=O)N(Cc2ccc(Cl)cc2)C1 (centres undefined) | 4% | -5% | -8%
COc1ccc2nc(N(Cc3cccnc3)C(=O)c3ccco3)sc2c1 | -40% | / | -10%
CN(C)c1ccc(/C=C(\NC(=O)c2ccccc2)C(=O)N/N=C/c2ccc(C(=O)O)cc2)cc1 | -1% | 20% | -21%

The main list resumes with the two entries that preceded the break.
SMILES | Anesthetic bind | POLK inh | ERG Ets-DNA blk | RGS4 inh | POLH inh | Pol beta inh | 12-LOX inh | LDHA inh | APEX1 inh
COc1cc(CC(=O)OCC(=O)Nc2cccc([N+](=O)[O-])c2)cc(OC)c1OC | 5% | -19% | -7% | 9% | -3% | 10% | -24% | -8 | 0%
Cc1ccc(C)n1CCN1CCN(C(=O)CC#N)CC1 | -12% | -1% | -10% | -9% | -8% | 6% | 19% | -3 | -5%
O=C(c1ccccc1)N1CCN(CC(O)COc2ccc(Br)cc2)CC1 (centres undefined) | -20% | -2% | 1% | -8% | -27% | 1% | 3% | -3 | 31%
Cc1ccc(S(=O)(=O)N(C)c2ccc(C(=O)NCc3ccccc3F)cc2)cc1 | / | -1% | -15% | -10% | -22% | / | ? | -2 | 35%
CCCCCCCCC#CCC#CCC#CCCCC(=O)O | -11% | 0%[19.4 µM] | / | -120%[56.9 µM] | / | / | 13%[12.5 µM] | / | ?
CSc1ccc(/C=C(\NC(=O)c2ccc(C)cc2)C(=O)NN)cc1 | -6% | -15% | -5% | -3% | -19% | 1% | 94%[activator] | -12 | -3%
CN(C)Cc1ccccc1-c1nc(N(C)Cc2ccco2)c2ccccc2n1 | -1% | -12%[60.1 µM] | / | / | / | / | -22% | / | ?
CN(C)S(=O)(=O)c1ccc(C(=O)OCn2nnc3ccccc3c2=O)cc1 | ? | -2% | -3% | -10% | -20% | -2% | 4% | -3 | 2%
CCCCn1c(N)c(N(CC(C)C)C(=O)C2CCC2)c(=O)[nH]c1=O | / | 6% | 15% | 1% | -17% | / | 12% | -2 | 14%
Cc1cccc(C(=O)N[C@H](C(=O)NCCc2ccc(Cl)cc2)C(C)C)c1 | 6% | -1% | -7% | 11% | 1% | 12% | ? | -10 | 17%
COc1ccc(CCNC(=O)CCc2c(C)c3cc4c(C)c(C)oc4cc3oc2=O)cc1 | 6% | 3% | -4% | 2% | -15% | 21% | -14% | 4 | /
COc1ccccc1CNC(=O)COC(=O)/C=C/c1ccc(OC(F)F)c(OC)c1 | / | -7% | -5% | 6% | -13% | / | 8% | -9 | 17%
COc1cccc(/C(O)=C2/C(=O)C(=O)N(Cc3ccco3)C2c2ccncc2)c1 (centres undefined) | -13% | -2% | 3% | -25% | 8% | 0% | ? | 0 | -12%
Cc1cccc(NC(=O)c2cc(-c3ccccn3)nc3ccccc23)c1C | -12% | -7% | 0% | 25% | -7% | -13% | -9% | -13 | -1%
COc1ccc(CCNC(=O)C2CC(c3ccc(C(F)(F)F)cc3)=NO2)cc1 (centres undefined) | 6% | 3% | 5% | -4% | -20% | 0% | 0% | -2 | -3%
Cc1ccc(NC(=O)C(Cc2ccccc2)N2Cc3ccccc3C2=O)cc1Cl (centres undefined) | 32%[activator] | 0% | 0% | -9% | -19% | 1% | -24% | 5 | /
O=C(Nc1nc2ccccc2[nH]1)c1ccc(F)cc1 | -8% | 0% | -4% | 5% | -7% | 4% | 5% | -5 | -4%
COc1ccc(NC(=O)CN2CCN(S(=O)(=O)c3ccc(F)cc3)CC2)cc1Cl | -16% | -8% | 1% | 22% | -15% | 1% | -23% | -8 | -5%
CCCc1sc(N2CCCC(C(N)=O)C2)nc1-c1ccccc1 (centres undefined) | 7% | 1% | 1% | ? | -25% | 4% | -1% | -1 | 3%
O=C(NCCN1CCCCC1)c1ccco1 | 2% | -2% | -1% | 22% | -1% | 2% | -14% | -5 | 4%
CSc1ccccc1NC(=O)C1CC(c2ccccc2O)=NO1 (centres undefined) | -14% | -9% | / | -32% | -9% | 24% | -14% | 0 | 13%
COc1ccc(-c2nn(-c3ccccc3)cc2C(=O)N(C)CC(=O)Nc2ccc(N3CCOCC3)cc2)cc1 | / | -3% | 8% | -7% | -22% | / | -22% | 2 | -6%
Cc1cc(C(=O)OCC(=O)Nc2cc(S(=O)(=O)N(C)C)ccc2C)c2ccccc2n1 | -13% | -18% | -7% | -17% | -11% | 3% | 3%&-5% | -25&-1 | 4%
O=C1NC(=S)NC1=Cc1ccc2c(c1)CCC2 | / | -3% | 5% | ? | 0% | / | ? | 4 | /
COc1ccc(CC(=O)Nc2ccc3nc(N4CCCCC4)cc(C)c3c2)cc1 | 493%[activator] | -24% | 3% | 16% | -20% | 10% | 1% | -4 | /
COc1ccccc1-n1cnnc1SCC(=O)NCc1cccs1 | -7% | 0% | 3% | 42% | -6% | -20% | 0% | -5 | 1%
COc1ccc(S(=O)(=O)N(C(=O)c2ccco2)c2cc3sc(=O)oc3c3ccccc23)cc1 | ? | -14% | -10% | ? | -12% | -8% | ? | 23 | 0%

From PubChem BioAssay
